G9a inh = G9a (human) methyltransferase inhibition; G9a H3K9 monomethylation, AlphaScreen, 2 h; Potency, µM (top dose mostly 102 µM), inactives show at the top dose activity, negative = inhibition, actives largely listed as inhibitors; 8.8% of 350,000 active; Q96KQ7; note: % is set by controls: 0 for no effect and ±100 for the full control effect; nearly all actives have a fitted effect of over 75% in size
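G9a (20 nM) preincubated 15 min RT with compounds, then 500 nM biotinylated H3K9 peptide and 20 uM SAM added; 2 h RT reaction. Monomethyl-H3K9 product detected by AlphaScreen with anti-H3K9me1 antibody, streptavidin donor and anti-rabbit IgG acceptor beads.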
POLB inh = blocks human DNA polymerase beta activity; P06746; Pol beta primer extension/strand displacement, fluorescence kinetic; Potency, µM (titrated, usually from 114 µM), inactives show at the highest dose activity change, negative = inhibition, actives largely listed as inhibitors; 1.3% of 340,000 active; note: % is set by controls: 0 for no effect and ±100 for the full control effect
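Pol beta (10 nM) was preincubated with compound for 15 min at room temperature. The reaction was then started with 50 nM substrate and read immediately and after a further 10 min at room temperature.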
POLH inh = blocks human DNA polymerase eta activity | Potency, µM (top dose mostly 114 µM), for inactives: at the highest dose activity change, negative = inhibition, actives largely listed as inhibitors | 1.2% of 390,000 active | recombinant Pol eta, fluorescent DNA replication assay | AID 588591 | Q9Y253; note: % is set by controls: 0 for no effect and ±100 for the full control effect
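Fluorescent replication assay: 50 nM final substrate added after a 15 min room-temperature compound preincubation with 10 nM enzyme. Signal taken at 0 min and again at 10 min.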
POLI inh = DNA polymerase iota (human) inhibition | Pol iota fluorescent replication assay, 10 min | 1% of 390,000 active | Q9UNA4 | Potency, µM (titrated, usually from 115 µM), inactives show at the top dose activity, negative = inhibition, actives largely listed as inhibitors | AID 588590
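Fluorescent replication assay read twice, at 0 min and 10 min after adding 50 nM (final) substrate. Enzyme (10 nM) and compounds were first incubated 15 min at room temperature; enzyme-free buffer wells were negative controls.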
POLK inh = inhibitors of human DNA polymerase kappa | AID 588579 | purified Pol kappa, fluorescent DNA synthesis assay, 10 min | Potency, µM (titrated, usually from 107 µM), for the others: at the top dose activity, negative = inhibition, most hits filed as inhibitors | 0.53% of 400,000 active; note: % is set by controls: 0 for no effect and ±100 for the full control effect
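Pol kappa 10 nM + cpd, 15 min RT; start w/ substrate 50 nM final; fluorescence kinetic read, 0 and 10 min. Neg ctrl: buffer, no enzyme.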
BAZ2B block = BAZ2B (human) inhibition; AlphaScreen BAZ2B-H3K14Ac peptide displacement; Potency, µM (doses to about 114 µM), for inactives: at the top dose activity change, negative = inhibition, usual class: inhibitors; 4.4% of 360,000 active; note: % is set by controls: 0 for no effect and ±100 for the full control effect; nearly all actives have a fitted effect of over 60% in size
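Protein-peptide AlphaScreen: BAZ2B 50 nM, b-H3K14Ac 50 nM, 1x PBS pH 7.4 + 0.01% Tween-20. Preincubation 30 min RT; cpd 30 min RT (top 110 uM); beads 20 min RT, light-protected.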
JMJD2A Tudor = inhibitors of human JMJD2A Tudor domain | AID 504339 | 4.4% of 390,000 active | O75164 | AlphaScreen JMJD2A-Tudor / H3K4me3 peptide binding | Potency, µM (doses to about 114 µM), inactives show at the highest dose activity change, negative = inhibition, actives largely listed as inhibitors; note: % is set by controls: 0 for no effect and ±100 for the full control effect; nearly all actives have a fitted effect of over 50% in size
APE1 inh = blocks human APE1 abasic DNA cleavage; AID 2517; P27695; 0.35% of 350,000 active; recombinant APE1, TAMRA/BHQ-2 abasic DNA cleavage fluorescence; Potency, µM (top dose mostly 65.8 µM), without a hit: at the top dose activity change, negative = inhibition, actives largely listed as inhibitors;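 note: plate controls were vehicle for no effect and reference inhibitor for full effect; nearly all actives have a fitted effect of over 55% in size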
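Readout is kinetic fluorescence (ex 525, em 598 nm) from cleavage of 50 nM TAMRA/BHQ-2 THF abasic duplex by 0.75 nM APE1, compound added 15 min beforehand at RT.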
BLM helicase inh = inhibitors of human Bloom syndrome helicase BLM | recombinant BLM DNA unwinding, fluorescence dequenching | AID 2528 | 0.2% of 350,000 active | P54132 | Potency, µM (top dose mostly 56.1 µM), inactives show at the top dose activity change, negative = inhibition, hits mostly inhibitors;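 note: plate controls were vehicle for no effect and no enzyme for full effect; nearly all actives have a fitted effect of over 35% in size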
Target sequence (P54132 whole entry, looked up): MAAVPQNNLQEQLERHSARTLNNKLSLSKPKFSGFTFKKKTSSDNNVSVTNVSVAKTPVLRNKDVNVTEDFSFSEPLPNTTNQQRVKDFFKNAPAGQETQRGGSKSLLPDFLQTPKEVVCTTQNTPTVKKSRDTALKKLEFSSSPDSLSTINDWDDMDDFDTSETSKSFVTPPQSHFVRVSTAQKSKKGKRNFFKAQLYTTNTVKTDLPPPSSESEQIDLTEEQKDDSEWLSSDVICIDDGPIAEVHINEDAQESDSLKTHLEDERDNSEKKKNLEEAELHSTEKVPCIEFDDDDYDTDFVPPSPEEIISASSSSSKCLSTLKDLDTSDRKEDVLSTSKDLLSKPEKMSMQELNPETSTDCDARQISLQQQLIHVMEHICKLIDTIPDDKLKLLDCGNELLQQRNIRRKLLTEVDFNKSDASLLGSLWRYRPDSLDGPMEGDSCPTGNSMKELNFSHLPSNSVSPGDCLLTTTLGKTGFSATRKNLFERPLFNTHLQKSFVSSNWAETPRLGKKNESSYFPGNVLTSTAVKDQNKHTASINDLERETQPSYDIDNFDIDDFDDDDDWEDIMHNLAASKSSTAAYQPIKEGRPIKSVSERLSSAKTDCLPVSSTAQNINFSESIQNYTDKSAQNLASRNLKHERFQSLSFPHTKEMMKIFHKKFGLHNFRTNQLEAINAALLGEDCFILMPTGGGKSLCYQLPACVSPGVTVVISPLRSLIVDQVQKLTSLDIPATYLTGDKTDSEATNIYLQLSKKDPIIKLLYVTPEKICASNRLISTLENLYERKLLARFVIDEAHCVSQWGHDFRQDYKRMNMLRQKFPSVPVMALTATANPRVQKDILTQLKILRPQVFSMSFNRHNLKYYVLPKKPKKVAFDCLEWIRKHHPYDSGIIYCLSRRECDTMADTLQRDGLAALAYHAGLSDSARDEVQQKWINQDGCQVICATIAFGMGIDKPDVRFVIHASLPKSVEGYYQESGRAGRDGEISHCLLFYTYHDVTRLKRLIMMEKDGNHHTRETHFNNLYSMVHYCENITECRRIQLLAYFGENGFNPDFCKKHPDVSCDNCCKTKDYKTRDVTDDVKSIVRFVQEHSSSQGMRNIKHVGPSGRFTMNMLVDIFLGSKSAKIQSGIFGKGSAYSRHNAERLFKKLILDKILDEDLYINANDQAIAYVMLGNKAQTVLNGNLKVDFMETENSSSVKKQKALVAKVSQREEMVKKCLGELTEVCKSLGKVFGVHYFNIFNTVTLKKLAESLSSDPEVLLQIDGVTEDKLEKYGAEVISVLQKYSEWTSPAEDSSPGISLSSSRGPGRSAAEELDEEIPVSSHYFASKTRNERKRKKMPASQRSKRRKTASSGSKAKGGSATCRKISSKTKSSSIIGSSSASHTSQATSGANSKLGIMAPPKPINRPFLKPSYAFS
* = called active by the depositor; ? = inconclusive; · = not tested or not shown; [ ] = remark or other dose. Calls come from the whole dose curve; as a rule, active = well fitted curve in the direction sought with a large enough effect; inconclusive = small, poorly fitted or top-dose-only effect, or another doubt; inactive = no such curve, though single readings can be large; an effect the other way counts as inactive or inconclusive. Potency is the fitted concentration of half-maximal effect. Not all compounds are listed; count on the stated rates, not on these rows.

Under each structure: G9a inh, POLB inh, POLH inh, POLI inh, POLK inh, BAZ2B block, JMJD2A Tudor, APE1 inh, BLM helicase inh
> CCOc1ccc2nc(SCC(=O)N(CC(C)C)c3c(N)n(CC(C)C)c(=O)[nH]c3=O)[nH]c2c1
 : ·, ·, -8%, 32%[activator], 0%, ·, -7%, ·, ·
> CCOc1ccc(CCNC(=O)C2CC(=O)N(Cc3ccc(OC)cc3)C2)cc1OCC (stereo not given)
 : 7%[59 µM], -1%, -15%, 16%, -12%, -15%, -8%, 57%, 1%
> COC(=O)c1c(NC(=O)COC(=O)c2ccc(NC(=O)CC#N)cc2)sc2c1CCCCC2
 : -2%[59 µM], 8.9µM*, 28µM*, 14µM*, 50µM*, 45µM*, 45µM*, 14%, 32µM*
> Cc1ccc(/C(N)=N/OC(=O)Cc2ccccc2)cc1
 : 46%[59 µM], 1%, -20%, 12%, -1%, 237%[activator], 103%[activator], -2%, -5%
> Cc1ccccc1N1CCN(S(=O)(=O)Cc2ccccc2)CC1
 : 38%, 13%, ?, 9%, -10%, 3%, 17%, 13%, -13%
> Cc1nn(-c2ccccc2)c(C)c1NC(=O)CCl
 : 0%[59 µM], 21%, -10%, 9%, -13%, -4%, -6%, 0%, -14%
> CCOc1ccc(N2CC(NC(=O)Cc3ccccc3)CC2=O)cc1 (stereo not given)
 : 5%[59 µM], -1%, -13%, -16%, 0%[60.1 µM], 0%, -3%, ·, -5%
> COc1ccc(Cc2nnc(SCC(=O)Nc3ccc(N4CCOCC4)cc3)n2C)cc1
 : 13%, 25%, 8%, 15%, -3%, -1%, -9%, -9%, 0%
> COc1ccc(OCC(=O)NC2CCCCCCC2)cc1
 : 4%, 2%, -12%, -1%, 14%, 3%, -1%, 53%[activator], -5%
> Cc1nc(NC(=O)CSc2nc3cccnc3n2Cc2ccccc2)sc1C
 : 3%[12.7 µM], -2%, 6%, -5%, -10%, -5%, -16%, -2%, -12%
> CCN(CC)c1ccc(C(=O)NNC(=O)CN2C(=O)NC(C)(c3ccccc3)C2=O)cc1 (stereo not given)
 : -5%[59 µM], ·, -15%, -4%, -1%, 2%, -5%, 12%, ·
> Cc1cc(C)cc(-n2ccnc2SCC(=O)Nc2nc3ccccc3s2)c1
 : ?, 21%, 0%, ?, -1%[60.1 µM], -12%, -10%, ·, -2%
> Cc1ccc2nc(SCc3nnc(-c4ccccc4)o3)[nH]c2c1
 : -4%[59 µM], 8%, -17%, 10%, -10%, 2%, -12%, -6%, 0%
> CCC(=O)N1c2ccccc2CC1C(=O)NCc1ccccc1Cl (stereo not given)
 : 0%[12.7 µM], -19%, -6%, 41%[activator], -4%[60.1 µM], -2%, 3%, ·, 1%
> O=C1[C@@H]2[C@@H](CN3CN(c4ccccc4)N=C(c4ccccc4)[C@@]23c2ccccc2)C(=O)N1c1ccccc1
 : ·, ·, -11%, 0%, -6%, ·, 89µM*, ·, ·
> O=C(CCC(=O)N1CCN(c2ccc(F)cc2)CC1)c1ccc(Cl)cc1
 : -13%[0.0925 µM], ?, -13%, 18%, -17%, -14%, -29%, -21%, -7%
> O=C1Nc2ccccc2S/C1=C/NCc1ccccc1Cl
 : 32µM*, 9%, -9%, -19%, -6%, ?, 50µM*, -3%, -6%
> O=C(c1ccccc1)C1CN(c2ccccc2)CC1c1ccc(Cl)cc1 (stereo not given)
 : 22%, 24%, -3%, 34%[activator], -6%, -3%, -10%, -4%, -3%
> COc1ccc(C(=O)/C=C/c2cn(CC(O)CN3CCN(C)CC3)c3ccccc23)cc1OC (stereo not given)
 : -23%, 1%, -30%, 17%, -16%, -24%, -17%, ?, 4%
> COc1ccc(C2CC(c3ccccc3)=NN2C(=O)COC(=O)COc2ccccc2)cc1 (stereo not given)
 : -3%, -1%, -15%, 34%[activator], -20%, -28%, -21%, 2%, -6%
> Cc1cnc2cc([N+](=O)[O-])ccc2n1
 : 3%[59 µM], 42%, -7%, 7%, -20%, 3%, -9%, 8%, -6%
> Cc1ccc(S(=O)(=O)/N=C/c2ccc(N(C)C)cc2)cc1
 : 17%[59 µM], ?, -2%, -11%, -2%, 1%, -9%, 3%, -5%
> COc1ccc(-c2cc(=O)oc3cc(OC(C)C(=O)NCc4ccccn4)ccc23)cc1 (stereo not given)
 : ·, 1%, -17%, 17%, 12%, -30%, -22%, 2%, 0%
> CC(C)CC(NC(N)=O)C(=O)OCC(=O)Nc1ccc(OC(F)F)cc1 (stereo not given)
 : -7%, 7%, -4%, 16%, 0%, -9%, 40µM*, -3%, -6%
> CCCCCC(=O)NNC(=S)NC(=O)c1cccc([N+](=O)[O-])c1
 : 7.9µM*, -24%, -20%, 6%, -3%, -33%, 35µM*, 4%, 1%
> Cc1ccc(C(=O)C2=C(O)C(=O)N(Cc3ccccc3)C2c2cccnc2)o1 (stereo not given)
 : 50µM*, 9%, 6%, -3%, 3%, -1%, 50µM*, 14%, -1%
> Cc1ccc(S(=O)(=O)N2CCN(CC(=O)N/N=C/C=C/c3ccccc3)CC2)cc1
 : 19%[59 µM], 13%, -9%, 8%, -6%, -11%, -10%, 2%, 2%
> Cc1c(C(=O)N(C)CCC#N)oc2ccc(S(=O)(=O)N3CCOCC3)cc12
 : 20%[59 µM], 1%, -10%, 17%, -6%, 1%, -30%, -11%, -3%
> Cc1cc2c(n1-c1ccc(C(=O)NCc3ccccc3Cl)cc1)CCCC2
 : -2%[59 µM], -9%, -6%, 10%, -10%, -17%, -17%, ·, -3%
> COC(=O)c1ccc(Nc2nc(C)cc(=O)[nH]2)cc1
 : -22%[12.7 µM], -1%, -1%, 6%, 0%, -29%, -9%, -1%, 0%

The list goes on.
Field names – A = G9a inh; B = POLB inh; C = POLH inh; D = POLI inh; E = POLK inh; F = BAZ2B block; G = JMJD2A Tudor; H = APE1 inh; I = BLM helicase inh
> CCCCn1c(N)c(N(CC(C)C)C(=O)C2CCN(C(=O)c3ccc(F)cc3)CC2)c(=O)[nH]c1=O
  A: 21%	B: 28%	C: -10%	D: 21%	E: -6%	F: -14%	G: -15%	H: 18%	I: -2%

> Cc1ccc(C)c(NC(=O)C2CCCN(S(=O)(=O)c3c(C)nn(C)c3C)C2)c1 (stereo not given)
  A: 5%	B: 3%	C: -4%	D: -12%	E: -3%	F: 0%	G: -3%	H: 23%	I: 1%

> O=C(Cc1ccc(S(=O)(=O)N2CCCCC2)s1)Nc1ccc(F)cc1F
  A: -31%	B: 35%	C: -10%	D: -13%	E: -16%	F: -2%	G: 2%	H: -5%	I: -4%

> Cc1cccc(OCc2nnc(SCC(=O)Nc3ncc(C)s3)o2)c1
  A: -7%	B: 1%	C: -13%	D: 65%[activator]	E: -9%	F: 7%	G: -13%	H: -3%	I: -10%

> CC(=O)N1CCCc2cc(S(=O)(=O)N3CCCC(C(=O)Nc4ccc(C)c(C)c4)C3)ccc21 (stereo not given)
  A: -2%[59 µM]	B: 2%	C: -14%	D: 22%	E: -3%[60.1 µM]	F: -18%	G: -24%	H: ·	I: -2%

> CC(C)c1cccc(-c2ccc3c(c2)S(=O)(=O)c2cccc(C(=O)NCc4ccco4)c2C3=O)c1
  A: ·	B: ·	C: 40µM*	D: ?	E: ?	F: ·	G: ?	H: -38%	I: ·

> Cc1ccccc1NC(=O)CSc1nnc(-c2ccoc2C)n1CCc1ccccc1
  A: 79µM*	B: 6%	C: -10%	D: 2%	E: 6%	F: ?	G: -19%	H: -8%	I: -3%

> NS(=O)(=O)c1ccc(CCNC(=O)COC(=O)CCN2C(=O)C3CC=CCC3C2=O)cc1 (stereo not given)
  A: -8%[2.33 µM]	B: ·	C: -4%	D: 10%	E: -10%	F: -3%	G: -3%	H: 13%	I: ·

> O=C(c1cnccn1)N1CCC2(CC1)CCN(c1ccccc1)CC2
  A: 0%[12.7 µM]	B: ·	C: ·	D: ·	E: -7%[60.1 µM]	F: ·	G: ·	H: -4%	I: 0%

> CCC(=O)c1coc2ccc(O)cc12
  A: ·	B: ·	C: ?	D: 27%	E: -6%	F: ·	G: -17%	H: ·	I: ·

> O=C(C1COc2ccccc2O1)N1CCN(Cc2ccccc2)CC1 (stereo not given)
  A: 25%[0.501 µM]	B: 48%	C: -4%	D: 5%	E: 9%	F: ?	G: -18%	H: -2%	I: 3%

> CC1CC(OC(=O)C(O)c2ccccc2)CC(C)(C)C1 (stereo not given)
  A: 38%[59 µM]	B: ·	C: ·	D: ·	E: -10%[60.1 µM]	F: ·	G: ·	H: -1%	I: -2%

> CCc1ccc(NC2CC(=O)N(CCc3ccc(OC)c(OC)c3)C2=O)cc1 (stereo not given)
  A: 50µM*	B: -6%	C: -13%	D: 146%[activator]	E: -14%	F: -26%	G: ?	H: -2%	I: -4%

2 compounds drawn at random from the list so far, as already listed:
Field names – A = G9a inh; B = POLB inh; C = POLH inh; D = POLI inh; E = POLK inh; F = BAZ2B block; G = JMJD2A Tudor; H = APE1 inh; I = BLM helicase inh
> COc1ccc(C2CC(c3ccccc3)=NN2C(=O)COC(=O)COc2ccccc2)cc1 (stereo not given)
  A: -3%	B: -1%	C: -15%	D: 34%[activator]	E: -20%	F: -28%	G: -21%	H: 2%	I: -6%

> O=C(c1ccccc1)C1CN(c2ccccc2)CC1c1ccc(Cl)cc1 (stereo not given)
  A: 22%	B: 24%	C: -3%	D: 34%[activator]	E: -6%	F: -3%	G: -10%	H: -4%	I: -3%

Given with the structure last: part of the list above
G9a inh	POLB inh	POLH inh	POLI inh	POLK inh	BAZ2B block	JMJD2A Tudor	APE1 inh	BLM helicase inh	molecule
38%[59 µM]	·	·	·	-10%[60.1 µM]	·	·	-1%	-2%	CC1CC(OC(=O)C(O)c2ccccc2)CC(C)(C)C1 (stereo not given)
-7%	1%	-13%	65%[activator]	-9%	7%	-13%	-3%	-10%	Cc1cccc(OCc2nnc(SCC(=O)Nc3ncc(C)s3)o2)c1
